mcGAS lum: mouse cGAS inhibition by luminescence; Q8C6L5; recombinant cGAS, Kinase-Glo ATP depletion luminescence; inhibition, % at 12.5 µM; 0.15% of 160,000 active; AID 1259399;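 also: 0% = negative control wells and 100% = reference inhibitor with no enzyme activity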
NPYLR7 agonist: mosquito NPYLR7 agonism | activation, % at 10 µM | AID 1259423 | 0.15% of 270,000 active | HEK293T NPYLR7/Galpha15, GCaMP6s calcium fluorescence; in the data active = activation above about 40%;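 also: 0% = vehicle and 100% = reference agonist at the receptor; some compounds past the cut are filed as inactive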
hcGAS inh: human cGAS inhibition; Q8N884; recombinant h-cGAS, ATP depletion, Kinase-Glo luminescence; inhibition, % at 12.5 µM; 0.081% of 290,000 active;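 also: 0% = vehicle reaction and 100% = reaction without DNA for no activity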
Target sequence (Q8N884 whole entry, looked up): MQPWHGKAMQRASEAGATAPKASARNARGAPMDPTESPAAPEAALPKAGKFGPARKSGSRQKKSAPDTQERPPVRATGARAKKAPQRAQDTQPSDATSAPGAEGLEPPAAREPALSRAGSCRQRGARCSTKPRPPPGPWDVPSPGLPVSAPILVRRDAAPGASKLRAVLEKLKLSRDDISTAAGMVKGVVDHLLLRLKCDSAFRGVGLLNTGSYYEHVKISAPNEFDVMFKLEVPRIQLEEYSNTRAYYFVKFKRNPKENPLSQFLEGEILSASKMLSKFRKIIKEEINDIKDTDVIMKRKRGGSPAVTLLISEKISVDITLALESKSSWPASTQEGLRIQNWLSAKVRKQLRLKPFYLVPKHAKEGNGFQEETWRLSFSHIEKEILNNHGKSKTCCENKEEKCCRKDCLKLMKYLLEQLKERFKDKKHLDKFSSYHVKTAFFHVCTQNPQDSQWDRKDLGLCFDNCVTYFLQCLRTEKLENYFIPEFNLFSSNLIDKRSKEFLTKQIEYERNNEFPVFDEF
Numbers without * were called inactive; / = no result given; & = joins results of further samples. Rule as the data show it, unless noted: active = inhibition above about 40%; inactive = the rest.

Results follow in this order: hcGAS inh | NPYLR7 agonist | mcGAS lum
- COc1ccc(NC(=O)NCCS(=O)(=O)c2c(C)n(Cc3ccc(F)cc3)c3ccccc23)cc1
    0 | 4 | /
- C#CC1(OCC(O)CN2CCC(C(=O)OCC)CC2)CCCCC1 (stereo unspecified)
    -3 | 1 | -7
- C1CN=C(NC23CC4CC(CC(C4)C2)C3)C1
    -7 | / | -4
- N=C1C(c2nc3ccccc3c(=O)[nH]2)C(=O)CN1c1ccccc1F (stereo unspecified)
    -5 | 4 | /
- CC1Cc2nc(SCC(=O)NCc3ccccc3)n(C)c(=O)c2S1 (stereo unspecified)
    -4 | -3 | /
- O=c1c2cnc3nc(-c4ccncc4)nn3c2ccn1C1CCCCCC1
    -6 | 5 | /
- COc1cccc(C(=O)Nc2c(C)nc3sccn3c2=O)c1OC
    -8 | 15 | -7
- CCOc1ccccc1CN1CCN(Cc2ccc(Oc3ncccn3)cc2)CC1CCO (stereo unspecified)
    -4 | -3 | /
- CN(C)CCSc1nnnn1-c1ccccc1
    -8 | 9 | /
- COC(OC)(OC)c1cc2ccccc2c(=O)[nH]1
    -5 | 8 | /
- COc1ccc(CN(C)Cc2nc(-c3cccc(Cl)c3)oc2C)cc1OC
    -2 | 1 | -16
- CCC(C)N(CCC(=O)NCc1ccco1)c1nc(Cc2cccc(OC)c2)ns1 (stereo unspecified)
    3 | 5 | -3
- COc1cc(C)ccc1OCCN1CCC2(CC1)c1ccccc1CC2O (stereo unspecified)
    -7 | 2 | -10
- Cc1c(C(=O)NC2CC2)sc(=O)n1CCOc1ccc(F)cc1
    -1 | -6 | /
- Cc1ccc(CNC(=O)COc2coc(CN3CCN(c4ccccc4)CC3)cc2=O)cc1
    -6 | 0 | -9
- O=C(c1cccc(F)c1)N1CCCC(OCc2ccccc2)C1 (stereo unspecified)
    4 | -5 | /
- CC(C)=CCO[C@@H]1COCC[C@H]1NC(=O)c1nnc2n1CCCCC2
    -15 | / | -6
- COc1cccc2c(=O)n(CCN3CCNCC3)cnc12
    -2 | -3 | /
- CC(C)c1cccc(NC(=O)C2CCS(=O)(=O)C2)c1 (stereo unspecified)
    -3 | -1 | /
- CCCN(CC(=O)N(Cc1ccc(F)cc1)Cc1ccco1)C(=O)NC12CC3CC(CC(C3)C1)C2
    -6 | -13 | -3
- c1ccc(-c2cc(-c3nnc(SCCC4CCCCC4)o3)c3ccccc3n2)cc1
    2 | -5 | 0
- COCCCN(CC(=O)Nc1cc(C(C)(C)C)nn1-c1ccccc1Cl)C(=O)Nc1ccc(Br)cc1
    2 | -1 | -1
- C=CCNC(=O)CSc1c(CC)cnc2c1c(=O)n(C)c(=O)n2C
    -9 | 4 | -8
- CN(CC(=O)N(C)c1ccccc1)CC12CC3CC(CC(C3)C1)C2
    -5 | 11 | /
- C=Cc1ccc(S(=O)(=O)N2CCC(c3c[nH]c4ccc(OC)cc34)CC2)cc1
    -5 | 19 | -6
- CN(Cc1nc(-c2cnccn2)no1)CC(O)c1ccccc1 (stereo unspecified)
    -8&8 | 3&-2 | 1
- Cc1ccc2cc(C3(O)CCN(C(=O)c4ccc5c(c4)OCO5)CC3)ccc2n1
    -4 | 9 | -18
- CCN(CC)c1ccc2cc(C(=O)Nc3cccc(Cl)c3)c(=O)oc2c1
    -6 | 3 | -8
- Cn1c(NCCN2CCCC2)nc2cc(-c3ccccc3)sc2c1=O
    -8 | 7 | /
- COc1cccc(-n2nnc3c(=O)n(CC(=O)NC4CCCCC4)cnc32)c1
    -4 | 2 | /

Complete entries, looked up by structure. Order of screens: hcGAS inh | NPYLR7 agonist | mcGAS lum
Results for COc1cccc2c(=O)n(CCN3CCNCC3)cnc12 : -2 | -3 | /
Results for CC(C)c1cccc(NC(=O)C2CCS(=O)(=O)C2)c1 (stereo unspecified) : -3 | -1 | /

New compounds follow
Results follow in this order: hcGAS inh | NPYLR7 agonist | mcGAS lum
- COC(=O)Cc1cc(=O)n(-c2ccc(OC(F)(F)F)cc2)[nH]1
    -4 | 2 | /
- O=C1CCCN2C(=N1)SC(=S)N2CN1CCN(c2ccccc2)CC1
    -1 | 0 | /
- CCN(CC)CCN(C(=O)C1=COCCO1)c1nc2c(OC)ccc(Cl)c2s1
    -3 | 15 | /
- O=S(=O)(c1ccccc1)N1CCNCC1
    -17&2 | 4&-4 | 0
- COc1ccc(Nc2ncccc2C(=O)N2CCC(n3c(=O)[nH]c4ccccc43)CC2)cc1
    -8 | -3 | -4
- COCCN1CC(C(=O)NCCc2nc(-c3ccccc3)no2)CCC1=O (stereo unspecified)
    -3 | 5 | /
- CCN(Cc1c(F)cccc1F)C(=O)c1ccc(S(N)(=O)=O)o1
    -3 | 6 | -15
- CC1C(=O)N(c2ccc(Cl)cc2Cl)CCN1C(=O)c1ccco1 (stereo unspecified)
    2 | -16 | 0
- CCN(CC)C(=O)c1sc(NC(=O)c2cc(OC)cc(OC)c2)c(C(=O)OC)c1C
    -3 | -7 | /
- COc1ccc(-c2cc(C(=O)NC(C)C)n(-c3ccccc3)n2)cc1
    4 | -8 | 0
- CCCCn1c(N)c(N(CC(C)C)C(=O)CCCSc2nncs2)c(=O)[nH]c1=O
    -6 | 11 | /
- COc1ccc(OC)c(C2C(C#N)=C(C)NC3=C2C(=O)CC(c2ccccc2)C3)c1 (stereo unspecified)
    -3 | -3 | -8
- COC(=O)c1cc(F)cc(OC)c1NC(=O)Cc1cccs1
    -10 | 10 | /
- COCCNC(=O)C(NC(=O)c1ccccc1Cl)C1CCN(C(=O)c2cccs2)CC1 (stereo unspecified)
    0 | -4 | -3
- O=c1cccnn1CCNS(=O)(=O)c1ccc2c(c1)OCCO2
    -3 | -3 | /
- Oc1cc2c(cc1O)C(c1ccccc1)CNCC2 (stereo unspecified)
    -6&-1 | -5&0 | -4&-4
- Cc1ccc(C(=O)N2CCC(CCC(=O)NCc3cccnc3)CC2)s1
    -10 | 7 | /
- Cc1nc(N2CCC(n3cncn3)CC2)c2c3c(sc2n1)CCCC3
    -1 | 12 | -14
- CC(C)c1ccc(-c2nc(NCCN3CCOCC3)nc3nn(C)c(N)c23)cc1
    -8 | 7 | /
- CCCC(=O)N1CCCC1(C)C(=O)Nc1ccc(-n2cncn2)cc1 (stereo unspecified)
    -14 | 4 | -6
- Cc1nc2scc(C)n2c(=O)c1NC(=O)c1ccco1
    -9 | 14 | -7
- CCN(CCCNC(=O)Cn1cnc2ccccc2c1=O)c1ccccc1
    0 | -3 | -2
- Cc1ccc(NC(=O)CNC(C)CC(C)C)c(F)c1 (stereo unspecified)
    -7 | / | -8
- COc1cccc(C(=O)Nc2nc3ncccc3cc2-c2ccccc2)c1OC
    -4 | 2 | -6
- CCC(=O)Nc1sc2c(c1-c1nc3ccccc3s1)CCCC2
    -4 | 0 | -10
- Cc1cc(C(=O)NC2CCN(Cc3ccccc3)CC2)nc2cc(-c3ccccc3)nn12
    -5 | 2 | -8
- O=C1NC2(CCN(C(=O)COCc3ccccc3)CC2)Nc2ccc(Br)cc21
    -4 | 4 | -4
- CCN(CC(=O)NCc1ccc(F)cc1)Cc1cc2c(cc1Br)OCCO2
    -7 | 1 | /
- Oc1c(C(c2ccccn2)N2CCN(c3ccccn3)CC2)ccc2cccnc12 (stereo unspecified)
    -6 | 3 | /
- CCCc1nc(N2CCN(S(=O)(=O)c3ccc(OC)cc3)CC2)c2c3c(sc2n1)CN(CC)CC3
    -5 | 1 | 1

Results in hcGAS inh, for 2 of the compounds above:
SMILES | hcGAS inh
Cc1ccc(C(=O)N2CCC(CCC(=O)NCc3cccnc3)CC2)s1 | -10
Cc1nc(N2CCC(n3cncn3)CC2)c2c3c(sc2n1)CCCC3 | -1

Quoted from the listing.
`CCCC(=O)N1CCCC1(C)C(=O)Nc1ccc(-n2cncn2)cc1` (stereo unspecified) – mcGAS lum = -6
`Oc1c(C(c2ccccn2)N2CCN(c3ccccn3)CC2)ccc2cccnc12` (stereo unspecified) – NPYLR7 agonist = 3
`CCN(CCCNC(=O)Cn1cnc2ccccc2c1=O)c1ccccc1` – NPYLR7 agonist = -3

Other compounds:
Results follow in this order: hcGAS inh | NPYLR7 agonist | mcGAS lum
- COc1ccc(C(=O)N(Cc2ccccc2)C2CCC(NC(=O)C3CCN(C(=O)N(C)C)CC3)CC2)cc1 (stereo unspecified)
    -7 | / | -10
- Cc1nc2ccccc2c(=O)n1C(C)C(=O)Nc1ccc(Cl)cc1F (stereo unspecified)
    -11 | 1 | /
- O=C(Cn1ccc2ccccc2c1=O)NCc1ccc(Cl)cc1
    -5 | 2 | /
- O=C(CCl)Nc1cccc(C2SCC(=O)N2c2ccc(C(F)(F)F)cc2)c1 (stereo unspecified)
    1 | 22 | -3
- CCCn1cc(C(=O)Nc2ccc(NC(C)=O)cc2)c2nn(-c3ccccc3)c(=O)c-2c1
    -4 | 4 | -9
- CCN(CC)C(=O)CCC(=O)N1CCC(C)c2ccccc21 (stereo unspecified)
    -10 | 6 | /
- Cc1ccc(-n2nc3c(c2NC(=O)c2ccc(OC(C)C)cc2)CS(=O)C3)cc1 (stereo unspecified)
    -5 | 1 | /
- Cc1cc(C(=O)N(CCn2cccn2)c2nc3c(Cl)cccc3s2)on1
    -4 | -19 | -9
- O=C(NC1CCCc2nc(N3CCC(CO)CC3)ncc21)c1ccccn1 (stereo unspecified)
    -1 | 13 | /
- COCC1(C(=O)NCc2cccnc2Oc2ccccc2C)CCC1
    -1 | 2 | /
- CCCC(CCC)C(=O)NCCn1ncc2c(N3CCOCC3)nc(SCC)nc21
    5 | 2 | -8
- Cc1ccc(C2(O)CCN(C(=O)[C@H]3[C@@H]4C=C[C@@]5(CN(C)C(=O)[C@@H]35)O4)CC2)nc1
    -3 | 5 | -20
- Cc1ccc(C(=O)Cn2cnc3sc4c(c3c2=O)CCC4)c(C)c1
    -4 | 16 | -6
- Nc1cccc(-c2cn(Cc3ccccc3)nn2)c1
    -9 | 1 | /
- CCC(C)C(Nc1ncc(C#N)cc1Cl)C(N)=O (stereo unspecified)
    -7 | -1 | /

Sorted by count of non-hydrogen atoms (lowest first): part of the list above
Results follow in this order: hcGAS inh | NPYLR7 agonist | mcGAS lum
- Nc1cccc(-c2cn(Cc3ccccc3)nn2)c1
    -9 | 1 | /
- CCN(CC)C(=O)CCC(=O)N1CCC(C)c2ccccc21 (stereo unspecified)
    -10 | 6 | /
- O=C(NC1CCCc2nc(N3CCC(CO)CC3)ncc21)c1ccccn1 (stereo unspecified)
    -1 | 13 | /
- Cc1ccc(-n2nc3c(c2NC(=O)c2ccc(OC(C)C)cc2)CS(=O)C3)cc1 (stereo unspecified)
    -5 | 1 | /

Next records.
Results follow in this order: hcGAS inh | NPYLR7 agonist | mcGAS lum
- CCc1ccc(N2C(=O)CSC2c2ccc(NS(=O)(=O)c3ccc(OC)cc3)cc2)cc1 (stereo unspecified)
    -2 | 10 | -3
- COCC(=O)Nc1ccc(-n2nc(OCC(C)C)nc2-c2ccc(C)cc2)cc1
    -6 | -3 | -6
- COc1ccccc1C1CC(c2cc(C)ccc2C)=NN1C(=O)CN(C)c1ccccc1 (stereo unspecified)
    -4 | 2 | -4
- COCCn1c(N2CCN(Cc3cccc(C)c3)CC2)nc2c1c(=O)[nH]c(=O)n2C
    3 | 3 | -3
- COC(C(=O)N1CCN(Cc2ccc(-c3noc(-c4ccco4)n3)cc2)CC1)c1ccccc1 (stereo unspecified)
    -2 | -4 | -1
- CN(C)C(CNC(=O)c1ccc(S(=O)(=O)NC2CC2)o1)c1ccco1 (stereo unspecified)
    4 | -1 | /
- OCCC1CN(Cc2nc3c(s2)CCCC3)CCN1Cc1cccs1 (stereo unspecified)
    -4 | 4 | -9
- O=C(c1nc2ccccc2s1)N(CCCN1CCOCC1)c1nc2ccc(F)cc2s1
    0 | -2 | -2
- COc1ccc(CN(CCc2c[nH]c3ccccc23)C(=O)CN(C(=O)c2ccccc2OC)C2CC2)cc1OC
    -4 | / | -5
- Cc1ncc(Cl)c(C(=O)Nc2ncc(C)[nH]2)n1
    -4 | -4 | -13
- CCN(CC)C(=O)Oc1ccc2c(ccn2Cc2cccc(C)c2)c1NC(=O)COC
    -2 | 0 | -5

Assay outcomes (PubChem)
